Screening data: PubChem BioAssay, several laboratories
Insulin prom up – insulin promoter activators in MIN6 cells, imaging, high-content screening, mouse beta cells | 190,000 compounds, 0.3% hits | z-score at 5 µM | MIN6 insulin promoter-GFP reporter; hits give high values;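 active means z-score above 3 at 5 µM with at least 500 cells counted in the well; inconclusive means wells under 500 cells, flagged as cytotoxic or low count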
human PMI inhibition – inhibitors of human PMI, primary screen, biochemical, fluorescence intensity, coupled assay (AID 1209); Mannose-6-phosphate isomerase (Homo sapiens); purified PMI enzyme, coupled fluorescence intensity; higher % means a stronger effect; inhibition, % at 20 µM, or IC50 in µM where a hit was titrated; 190,000 compounds, 0.42% hits;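 further: plate controls were DMSO vehicle for no effect and wells lacking substrate for full effect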
West Nile virus CPE – West Nile virus antiviral activity, cell-based, CPE readout (AID 1621); West Nile virus-infected cells, CPE inhibition; higher % means a stronger effect; one-dose CPE inhibition, % at 10 µM; IC50 in µM for titrated hits; 290,000 compounds, 0.02% hits; in the data active means a potency from the dose series; inconclusive means CPE inhibition mostly from about 3.7% at the one dose, without a potency; inactive means the rest, 99 in 100 with CPE inhibition below about 2.2%; further: strong numbers were not always called active
PhoP inhibition – inhibitors of PhoP regulon expression, primary screen, Salmonella Typhimurium, GFP reporter (AID 1863); S. Typhimurium PhoP-regulated promoter GFP reporter, 4 h; higher % means a stronger effect; inhibition, % at 50 µM; hits with a dose series show IC50 in µM; 300,000 compounds, 0.16% hits;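 active means inhibition over 29.93%, a cutoff 3 SD above the screen mean, later confirmed by dose response; inconclusive means inhibition over 29.93% but no dose response follow-up; inactive means inhibition at most 29.93% or unconfirmed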;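 further: 0% = low Mg2+ inducing control and 100% = high Mg2+ repressing control; strong numbers were not always called active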
ER stress rescue – rescue of cells from ER stress-induced death, primary screen, 384-well, CSM14.1, thapsigargin, ATP luminescence (AID 1222). 190,000 tested, under 10 active. cellular ATP content (survival), % at 20 µM; hits with a dose series show EC50 in µM. CSM14.1 thapsigargin-induced death rescue, ATP luminescence; higher % means a stronger effect;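 active means EC50 below 50 µM in the dose-response confirmation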;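 further: death triggered by thapsigargin at about 15 µM added after 2 h compound pretreatment; cell ATP read after overnight thapsigargin exposure of roughly 18 to 22 hours; normalized against plate controls of thapsigargin alone and 5% DMSO vehicle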
RSV antiviral HEp-2 – RSV antiviral activity via CPE protection, HEp-2 cells, primary 10 µM value included (AID 2391); HEp-2 cells, RSV-induced CPE inhibition; higher % means a stronger effect; 310,000 compounds, 0.13% hits; one-dose CPE inhibition, % at 10 µM; IC50 in µM for titrated hits; in the data active means a potency from the dose series; inconclusive means CPE inhibition mostly from about 23% at the one dose, without a potency; inactive means the rest, 99 in 100 with CPE inhibition below about 21%; further: strong numbers were not always called active
TNAP activation fold – human TNAP enzyme activators, primary screen, biochemical, luminescent, no phosphate acceptor, uHTS (AID 1001) | purified TNAP, luminescent activation assay, no phosphate acceptor; higher activation fold means a stronger effect | activation fold at 20 µM; hits with a dose series show EC50 in µM | 200,000 compounds, 0.03% hits | Alkaline phosphatase, tissue-nonspecific isozyme (Homo sapiens); in the data active means activation fold from about 3, or a potency from the dose series; inactive means the rest, 99 in 100 with activation fold below about 1.6; further: many of its hits are not listed in these tables
Large T inhibition – SV40 large T antigen inhibitors, biochemical (AID 1903); SV40 large T antigen ATPase/helicase inhibition assay; higher % means a stronger effect; inhibition, % at 20 µM, or IC50 in µM where a hit was titrated; 310,000 compounds, 0.39% hits; in the data active means a potency from the dose series; inconclusive means inhibition mostly from about 32% at the one dose, without a potency; inactive means the rest, 99 in 100 with inhibition below about 32%; further: strong numbers were not always called active
PMI inhibition – human PMI inhibitors, high substrate, primary screen, biochemical, fluorescence intensity, high mannose 6-phosphate (AID 1220); 190,000 compounds, 0.66% hits; Mannose-6-phosphate isomerase (Homo sapiens); recombinant PMI enzyme, coupled fluorescence intensity; higher % means a stronger effect; inhibition, % at 20 µM, or IC50 in µM where a hit was titrated
Insulin prom up cell count – further read-out of Insulin prom up, marked with its call; cell count; measured here: cytotoxicity, nuclei count;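 total cells summed across four imaged fields per well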
Starred values were filed as active, the others as inactive; ? = inconclusive; nt = not tested or not shown. Unless noted, no stated cut-off is given here; in the data, active means inhibition above about 50%; inactive means the rest.

SMILES	Insulin prom up	Insulin prom up cell count	human PMI inhibition	West Nile virus CPE	PhoP inhibition	ER stress rescue	RSV antiviral HEp-2	TNAP activation fold	Large T inhibition	PMI inhibition
CCC(c1nnnn1CCOC)N1CCN(Cc2ccccc2OC)CC1 (centres undefined)	nt	nt	-11.8%	0.4%	-1.7%	4.3%	-0.4%	1	13.3%	-11.7%
Cc1ccc(CNCC(O)(c2ccccc2)c2ccc(F)cc2)cc1 (centres undefined)	nt	nt	7.8%	nt	8.8%	-4.1%	0.6%	1.1	3.8%	5.2%
Cc1ccc(CNC(=O)Cn2c(=O)n(-c3ccccc3)c(=O)c3sccc32)cc1	-0.75	1226	-16.4%	-0.5%	-1.4%	nt	-1.3%	1.1	5.7%	-12.3%
CC1(C)COC(c2cccn2Cc2ccc(F)cc2Cl)=N1	-0.5	1424	6.0%	-0.1%	-4.1%	1.3%	0.3%	1.1	9.2%	-0.6%
COc1ccc(/C=C(\C#N)C(=O)Nc2cccc(C)n2)cc1	nt	nt	nt	0.3%	-1.8%	nt	-0.4%	nt	14.7%	nt
Cn1c(=O)n(C)c2cc(/C=N/NC(=O)c3cc4cc(Br)ccc4o3)ccc21	0.19	1080	nt	0.2%	-13.0%	nt	2.7%	nt	20.4%	nt
Cc1nc(C(=O)NCC(=O)c2ccccc2)c(C(F)(F)F)o1	-0.26	1358	nt	0.2%	-2.5%	nt	0.9%	nt	5.5%	nt
COCCCNC(=S)Nc1ccc(C)cc1	-0.12	1042	nt	0.5%	-2.1%	nt	-0.8%	nt	18.1%	nt
CC1CN(C(=O)Nc2cccc(C(F)(F)F)c2)CC(C)O1 (centres undefined)	0.01	1080	3.8%	-0.6%	-3.6%	-1.8%	11.0%	1	4.7%	2.0%
CCOC(=O)N1CCN(C(=O)c2cccc(NC3=NC4CS(=O)(=O)CC4S3)c2)CC1 (centres undefined)	0.15	1818	8.2%	1.1%	3.8%	-1.6%	0.8%	0.9	4.5%	6.0%
C=CCCC(=O)N1CCC(n2nccc2NC(=O)c2ccc(OC)cc2)CC1	nt	nt	nt	-0.6%	-7.6%	nt	0.7%	nt	10.1%	nt
CCOc1ccc(CN(C)CC(=O)Nc2ccc3c(c2)CCC3)cc1OC	-0.89	1481	5.9%	-1.6%	6.5%	-1.9%	1.0%	1.5	4.6%	8.8%
O=C(NNC(=O)c1ccccc1C(=O)O)c1ccc(-c2ccccc2)cc1	-0.22	1522	-7.2%	-0.1%	-9.7%	0.6%	0.8%	1.3	14.1%	-7.6%
CC1Cc2ccccc2N1C(=O)CN1C(=O)C(=O)N(Cc2ccccc2)C1=O (centres undefined)	1.18	800	-6.4%	0.1%	0.3%	-1.1%	1.1%	1.2	5.0%	-1.8%
Nc1cc(N)nc(SCC(=O)N2CCc3ccccc32)n1	-0.45	1034	0.5%	0.0%	7.8%	-2.7%	-0.6%	1.1	14.8%	0.3%
CC(C)Cc1ccc(C(C)C(=O)Nc2nccs2)cc1 (centres undefined)	0.04	893	-4.4%	0.1%	-1.6%	-0.4%	1.4%	1	17.4%	-8.9%
COc1ccc(-c2nc(CS(=O)CC(=O)NCc3ccc(Cl)cc3)c(C)o2)cc1 (centres undefined)	0.39	931	12.3%	-0.2%	-2.7%	0.2%	3.8%	1	10.2%	5.8%
Cc1ccc(NC(=O)CN(C)S(=O)(=O)c2cccc3cccnc23)c(C)c1	-0.54	998	nt	0.0%	-3.7%	nt	59.3%	nt	2.6%	nt
O=C(CN1CCN(C(=O)c2ccccc2)CC1)Nc1ccc(Cl)cc1F	nt	nt	nt	-0.5%	3.6%	nt	2.7%	nt	8.6%	nt
Cn1c(SCC(=O)Nc2ccc(C(N)=O)cc2)nnc1-c1cccs1	nt	nt	nt	-0.3%	-2.7%	nt	4.0%	nt	6.8%	nt
O=C(CC1CCCC1)Nc1ccc(Br)cc1	nt	nt	nt	-0.1%	1.9%	nt	16.0%	nt	5.7%	nt
COc1cccc(NC(=O)c2ccc(N3C(=O)C4CC=C(C)CC4C3=O)cc2)c1 (centres undefined)	nt	nt	nt	0.5%	-2.9%	nt	1.4%	nt	7.3%	nt
CCNc1nc(NC(C)(C)C)nc(SC(C(C)=O)C(C)=O)n1	nt	nt	9.6%	-0.7%	0.6%	3.4%	1.8%	1	-2.8%	8.3%
CC1(C)COC(/C=C/c2cccc([N+](=O)[O-])c2)=N1	nt	nt	-0.7%	18.1%	3.1%	-2.6%	39.4%	1.1	-1.2%	-2.0%
COc1ccc(Cc2nnc(Nc3ccc(C)cc3)o2)cc1OC	-0.96	1129	nt	0.0%	1.4%	nt	nt	nt	-1.0%	nt
O=C(Cn1c(NCCCO)nc2ccccc21)c1ccc([N+](=O)[O-])cc1	nt	nt	nt	-0.7%	-0.5%	nt	0.0%	nt	15.2%	nt
Cc1cc(C)c(NC(=O)Cn2c(=O)n(-c3ccc(CC(=O)NCC4CCCO4)cc3)c(=O)c3ccccc32)c(C)c1 (centres undefined)	-0.05	1288	1.3%	1.7%	-1.2%	-0.4%	-0.2%	nt	16.9%	-1.7%
Cc1ccc2[nH]c(=O)c(-c3nc4cc(C)ccn4c3NCc3ccco3)cc2c1	-0.34	1174	11.1%	-0.6%	-3.0%	-0.6%	-0.4%	1.2	12.3%	53.7%*
CC(C)COc1ccc(-c2nnc(-c3ccco3)o2)cc1	-0.65	1184	1.9%	0.5%	-0.8%	-4.8%	21.4%	1	0.2%	-5.3%
CC1CC(=O)Nc2ccccc2S1(=O)=O (centres undefined)	1.09	1115	9.8%	0.3%	9.2%	1.1%	1.9%	1.1	11.8%	7.0%
COc1cccc(/C=C/C(=O)Nc2ccc(OC)nc2)c1	-0.14	1190	4.3%	1.6%	-0.4%	-3.9%	?	1.2	11.5%	9.9%
O=C(CCCCCN1C(=O)c2ccccc2C1=O)NC1CCCC1	1.08	1147	5.2%	0.2%	-7.8%	-2.2%	0.9%	1.1	8.8%	10.4%
Cc1ccc(NC(=O)CN(C)C(=O)Cc2ccc(Cl)cc2Cl)cc1	nt	nt	nt	-0.6%	8.3%	nt	6.7%	nt	12.7%	nt
COCCN(CCOC)Cc1cc(=O)oc2cc3c(cc12)CCC3	3.14*	1172*	-4.2%	-0.7%	-2.4%	1.5%	3.2%	1.1	2.6%	-1.3%
CCOc1ccccc1C1C(C(=O)Nc2ccc(OC)cc2)=C(C)Nc2nc(CCCO)nn21 (centres undefined)	1.1	976	12.1%	0.2%	-4.7%	-1.4%	2.9%	1	9.5%	27.3%
COc1ccc(Cl)cc1C(=O)N(Cc1nc(-c2cccc(C)c2)no1)C(C)C	-0.85	944	11.6%	-0.7%	2.7%	0.7%	10.2%	1.1	5.0%	13.3%
O=C(Nc1cc(C(F)(F)F)ccc1Cl)C1CCN(c2nnc(-n3cccc3)s2)CC1	-0.1	1165	-9.7%	0.3%	-6.9%	-0.8%	nt	1.1	1.7%	-14.5%
O=C(c1cc2sccc2n1Cc1ccc(F)cc1)N1CCc2ccccc21	-0.87	647	-5.4%	-0.3%	14.5%	2.7%	40.0%	1.1	-3.6%	-0.6%
CCCC(=O)NC(C)c1nc2ccccc2n1C (centres undefined)	0.55	1659	12.8%	0.0%	16.5%	0.6%	3.8%	1.1	-16.8%	7.3%
[O-][n+]1ccc(C(O)c2ccccc2)cc1 (centres undefined)	nt	nt	nt	0.4%	-7.5%	nt	1.1%	nt	7.3%	nt
Cc1ccc([N+](=O)[O-])cc1S(=O)(=O)NCc1cccnc1	nt	nt	7.6%	-0.2%	13.8%	-3.8%	1.9%	1	-0.6%	-9.7%
CCOC(=O)c1c(C)[nH]c(C)c1S(=O)(=O)NCC1CCN(Cc2ccccc2OC)CC1	nt	nt	nt	0.5%	-10.3%	nt	1.6%	nt	16.6%	nt
CCOc1ccc(NS(=O)(=O)c2ccc3c(c2)CCN3C(C)=O)cc1	nt	nt	nt	0.0%	4.0%	nt	1.6%	nt	5.3%	nt
Cc1ccc(NC(=O)C(=O)c2c[nH]c3ccccc23)cc1	nt	nt	nt	-1.5%	-7.8%	nt	?	nt	-11.2%	nt
COC(=O)c1ccc(CSc2nc3ccc(S(N)(=O)=O)cc3[nH]2)cc1	nt	nt	nt	0.4%	4.3%	nt	3.7%	nt	-2.1%	nt
O=C1C2CCCCN2C(=O)N1CCCCN1CCN(c2cccc(Br)c2)CC1 (centres undefined)	nt	nt	nt	-1.6%	-1.5%	nt	0.5%	nt	12.3%	nt
OCCN(Cc1ccccc1)Cc1cccc(F)c1	-0.21	1365	7.0%	0.5%	9.7%	-1.2%	-0.6%	1	4.0%	-2.1%
CCc1ccc(NC(=O)N(CCN(C)C)C(C)c2cccnc2)cc1 (centres undefined)	0.32	866	-6.5%	-0.1%	4.7%	-1.2%	0.5%	1.1	0.8%	-5.8%

Printed as active in PMI inhibition, among the entries above:
SMILES	human PMI inhibition	West Nile virus CPE	PhoP inhibition	RSV antiviral HEp-2	TNAP activation fold	Large T inhibition	PMI inhibition
Cc1ccc2[nH]c(=O)c(-c3nc4cc(C)ccn4c3NCc3ccco3)cc2c1	11.1%	-0.6%	-3.0%	-0.4%	1.2	12.3%	53.7%*

Two records drawn at random from those above:
SMILES	Insulin prom up	Insulin prom up cell count	human PMI inhibition	West Nile virus CPE	PhoP inhibition	ER stress rescue	RSV antiviral HEp-2	TNAP activation fold	Large T inhibition	PMI inhibition
CC1(C)COC(c2cccn2Cc2ccc(F)cc2Cl)=N1	-0.5	1424	6.0%	-0.1%	-4.1%	1.3%	0.3%	1.1	9.2%	-0.6%
O=C(CCCCCN1C(=O)c2ccccc2C1=O)NC1CCCC1	1.08	1147	5.2%	0.2%	-7.8%	-2.2%	0.9%	1.1	8.8%	10.4%

Continuation:
SMILES	Insulin prom up	Insulin prom up cell count	human PMI inhibition	West Nile virus CPE	PhoP inhibition	ER stress rescue	RSV antiviral HEp-2	TNAP activation fold	Large T inhibition	PMI inhibition
Cc1cc(C)c(C)c(C(=O)C2OC(=O)C(C)(C)C(=O)C2(C)C)c1C (centres undefined)	-0.15	1223	-3.5%	-0.8%	-4.8%	-0.9%	0.2%	1.1	17.1%	-2.8%
NS(=O)(=O)c1cc(C(=O)OCC(=O)N2CCOCC2)ccc1Cl	nt	nt	nt	-0.1%	-4.2%	nt	0.3%	nt	8.8%	nt
Cc1c(NC2(c3nnnn3-c3ccc(Br)cc3)CCCCC2)c(=O)n(-c2ccccc2)n1C	0.67	1274	5.4%	-0.8%	9.0%	0.4%	2.0%	1.1	6.0%	-3.9%
COc1ccc(C(=O)Nc2ccc3c(c2)nc(CCNC(=O)c2ccco2)n3C)cc1	nt	nt	nt	-0.4%	-5.8%	nt	0.5%	nt	5.3%	nt
N#Cc1c(-c2cccnc2)cc(-c2ccccc2)nc1N	-0.09	1182	nt	0.3%	-3.4%	nt	nt	nt	6.4%	nt
NC(=O)C1=C[C@H](c2ccc(C(F)(F)F)cc2)C[C@H](OCCCCO)O1	nt	nt	8.9%	0.2%	7.7%	-0.2%	0.3%	1.1	18.5%	53.7%*
